Bioassay records (PubChem BioAssay)
tim23-1 inh: tim23-1 yeast growth inhibition. S. cerevisiae tim23-1 growth, BacTiter-Glo luminescence, 24 h. inhibition, % at 20 µM. 330,000 tested, 1.3% active;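 active means growth inhibition of the mutant yeast at or above 50%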;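 further: temperature-sensitive mutant grown at 25 °C; plate controls were DMSO-treated mutant yeast for no effect and medium wells lacking yeast for full effect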
tim10-1 inh: tim10-1 yeast growth inhibition | S. cerevisiae tim10-1 ts strain growth, BacTiter-Glo, 24 h | inhibition, % at 20 µM | 330,000 tested, 2.2% active | AID 463190;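 active means inhibition of at least 40%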;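 further: mutant grown at 25 °C; 0% = DMSO wells with yeast and 100% = wells holding no yeast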
CHOP UPR activ: activators of apoptotic arm of unfolded protein response (CHOP); CHO-CHOP luciferase reporter, UPR activation, luminescence; percent of tunicamycin response over DMSO baseline; activation, % at 10 µM; 330,000 tested, 0.34% active; AID 449763;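 active means at 10 µM dose, activation of 40% or more, normalized to positive control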;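 further: 100% = tunicamycin at 10 µg/mL and 0% = DMSO alone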
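Evaluation: % reporter activation, DMSO baseline versus tunicamycin full activation; System: CHO-CHOP luciferase reporter cell line; Input: 500 cells/well; Incubation: 6 h compound treatment, 37 °C; Measured by: Steady-Glo luciferase luminescence; Dosing: one dose, 10 µM in 0.5% DMSO; Buffer or medium: F12 medium, 10% FBS; Benchmarks: positive tunicamycin 10 µg/mL, negative DMSO alone.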
TIM10 inh: TIM10 yeast growth inhibition. S. cerevisiae TIM10 strain growth, BacTiter-Glo luminescence, 24 h. inhibition, % at 10 µM. 330,000 tested, 1.4% active;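 active means inhibition of 40% or more at the single tested concentration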;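 further: wild-type TIM10 isogenic control strain grown at permissive 25 °C; 0% = DMSO yeast wells and 100% = minimal medium wells without yeast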
697 NFkB inh: lowers PMA/ionomycin-induced NF-kB signal in 697 B cells | 697 B-cell NF-kB luciferase reporter, 16 h | inhibition, % at 4 µM | 330,000 tested, 0.33% active; in the data active means inhibition above about 35%
XBP1 UPR activ: activators of adaptive arm of unfolded protein response (XBP1) | CHO-XBP1 luciferase reporter, IRE1-XBP1 UPR activation, luminescence; percent of tunicamycin response, DMSO as zero | activation, % at 20 µM | 330,000 tested, 0.33% active | AID 463104;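 active means versus positive control, 20 µM dose yields 30% or more activation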;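 further: 100% = tunicamycin at 10 µg/mL and 0% = DMSO only wells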
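Material – CHO cell line with stable XBP1 luciferase reporter · Buffer or medium – F12 plus 10% FBS · Compound – single point, 20 µM final compound, 1% DMSO · Schedule – 16-18 h cell attachment at 37 °C, then 6 h compound exposure · Signal – Steady-Glo luminescence read · Benchmarks – high control tunicamycin 10 µg/mL final, low control DMSO vehicle only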
Mdm2-MdmX inh: human Mdm2/MdmX binding inhibition; SaOS-2 split-luciferase Mdm2/MdmX complementation, luminescence; 330,000 tested, 3% active; inhibition, % at 8 µM;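 active means inhibition of at least 50% at 8 µM in the primary screen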
Target sequence (O15151 whole entry, looked up): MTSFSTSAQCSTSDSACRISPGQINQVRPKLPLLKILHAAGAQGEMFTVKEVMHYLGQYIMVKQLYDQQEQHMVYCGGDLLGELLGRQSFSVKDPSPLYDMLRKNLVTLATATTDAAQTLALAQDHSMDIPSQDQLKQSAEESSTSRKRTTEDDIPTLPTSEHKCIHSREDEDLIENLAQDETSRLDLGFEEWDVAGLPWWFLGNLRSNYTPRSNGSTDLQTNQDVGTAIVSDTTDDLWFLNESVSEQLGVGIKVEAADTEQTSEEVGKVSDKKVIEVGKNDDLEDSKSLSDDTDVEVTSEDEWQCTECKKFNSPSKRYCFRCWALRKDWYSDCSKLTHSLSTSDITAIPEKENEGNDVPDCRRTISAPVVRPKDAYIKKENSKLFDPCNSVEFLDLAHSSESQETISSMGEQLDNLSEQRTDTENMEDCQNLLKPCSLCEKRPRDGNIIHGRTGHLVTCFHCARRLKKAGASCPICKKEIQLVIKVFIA
Target sequence (Q00987 whole entry, looked up): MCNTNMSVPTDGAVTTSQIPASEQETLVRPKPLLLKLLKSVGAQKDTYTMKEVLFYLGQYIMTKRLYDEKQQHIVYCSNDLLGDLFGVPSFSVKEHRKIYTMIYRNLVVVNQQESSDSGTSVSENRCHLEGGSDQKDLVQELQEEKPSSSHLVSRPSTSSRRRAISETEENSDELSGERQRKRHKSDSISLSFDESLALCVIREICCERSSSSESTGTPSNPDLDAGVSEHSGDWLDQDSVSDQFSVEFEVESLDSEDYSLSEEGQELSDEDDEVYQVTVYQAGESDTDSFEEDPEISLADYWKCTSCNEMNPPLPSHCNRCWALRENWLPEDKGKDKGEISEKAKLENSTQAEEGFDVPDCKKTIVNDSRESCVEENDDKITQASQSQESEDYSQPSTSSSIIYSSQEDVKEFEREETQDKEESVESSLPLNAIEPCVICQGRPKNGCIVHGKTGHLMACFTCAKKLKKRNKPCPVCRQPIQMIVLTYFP
Jurkat NFkB inh: inhibitors of the PMA/ionomycin-induced NF-kB reporter in Jurkat cells | PMA/ionomycin-induced NF-kB luciferase reporter, luminescence | inhibition, % at 4 µM | 330,000 tested, 0.53% active | AID 435003; in the data active means inhibition above about 50%
* hit, by the source's call; i = inactive.

SMILES	tim23-1 inh	tim10-1 inh	CHOP UPR activ	TIM10 inh	697 NFkB inh	XBP1 UPR activ	Mdm2-MdmX inh	Jurkat NFkB inh
O=C(NCCCN1CCOCC1)c1ccc(S(=O)(=O)Nc2ccccc2)cc1	8	16	0.2	5	-20	0	18	-11
Cc1cccc(CN2CCN(C(=O)CCc3nnc(C4CCCCC4)o3)CC2)c1	15	11	0.1	3	-9	-1	3	-1
O=C(c1nnsc1S(=O)c1ccc(Cl)cc1)N1CCOCC1 (centres undefined)	57*	60*	-10	33	-36	-10	99*	70*
Cc1nn(-c2ccccc2)c(N2CCCC2)c1/C=N/NC(=S)Nc1ccccc1F	22	33	14	35	-207	11	44	-66
O=C(Oc1cc(=O)oc2ccccc12)c1ccccc1	14	8	1.5	2	13	-2	27	7
CCOc1ccc(CSC(CC(=O)O)C(=O)O)cc1 (centres undefined)	-8	-5	-1.7	-11	-3	-2	1	-5
CC(C)c1ccc(NC(=O)C2CCCCC2C(=O)O)cc1 (centres undefined)	2	9	-0.5	8	16	1	5	7
CCCN1C(=O)/C(=C/c2nc3ccccc3c(=O)[nH]2)c2cc(C)ccc21	27	32	3.0	14	-1	5	30	-11
Cc1cc(C)cc(NC(=O)COC(=O)CNC(=O)C2CCCCC2)c1	-2	-5	-0.5	-1	11	-1	4	1
C[C@H](NC(=O)C1CCN(S(=O)(=O)c2ccccc2)CC1)C(=O)NCc1cccc(C(F)(F)F)c1	-6	-11	0.2	-5	2	-1	2	24
O=C(Nc1ccc2ccccc2c1)c1ccccc1O	17	13	-1.6	11	-324	-7	25	-120
CCc1ccc(-c2nc(NC(=O)c3ccc(OCC(=O)Nc4ccc(F)cc4)c(OC)c3)sc2C)cc1	7	-5	-0.3	-14	-15	-4	2	5
O=C(Oc1ccccc1/C=C\C(=O)c1cc2ccccc2o1)c1cccc(F)c1	52*	30	26	33	-61	39*	-55	-88
CCN(CC(=O)Nc1c(F)cccc1F)C(=O)c1ccc2c(c1)OCO2	4	-5	-0.4	-3	2	-1	-27	-2
CCC1=C(C(=O)OC)C(c2cc(OC)ccc2OC)C(C#N)=C(N)O1 (centres undefined)	4	24	-2.5	24	-9	-1	11	-4

Overlap with the part before: 4 compounds, then new ones.
SMILES	tim23-1 inh	tim10-1 inh	CHOP UPR activ	TIM10 inh	697 NFkB inh	XBP1 UPR activ	Mdm2-MdmX inh	Jurkat NFkB inh
CCc1ccc(-c2nc(NC(=O)c3ccc(OCC(=O)Nc4ccc(F)cc4)c(OC)c3)sc2C)cc1	7	-5	-0.3	-14	-15	-4	2	5
O=C(Oc1ccccc1/C=C\C(=O)c1cc2ccccc2o1)c1cccc(F)c1	52*	30	26	33	-61	39*	-55	-88
CCN(CC(=O)Nc1c(F)cccc1F)C(=O)c1ccc2c(c1)OCO2	4	-5	-0.4	-3	2	-1	-27	-2
CCC1=C(C(=O)OC)C(c2cc(OC)ccc2OC)C(C#N)=C(N)O1 (centres undefined)	4	24	-2.5	24	-9	-1	11	-4
CCOc1ccc(NC(=O)CN2CCN(C3c4ccccc4-c4ccccc43)CC2)cc1	16	32	0.9	19	19	-1	8	9
CCCn1c(SCC(=O)Nc2ccccc2CC)nnc1C(C)C	0	24	1.5	9	15	-1	16	7
CC(C)CN1CCNC(=O)C1CC(=O)NCc1cnn(-c2cccc(F)c2)c1 (centres undefined)	21	21	-1.1	12	-3	-2	25	-7
Cc1oc(-c2cc(F)ccc2F)nc1CN1CCC(C(=O)N2CCOCC2)CC1	5	-4	1.3	-2	14	-2	18	11
CC(C)(C)N1CC(c2nc3ccccc3n2CCOc2ccccc2)CC1=O (centres undefined)	10	-6	-1.3	-1	-1	-1	15	5
CC(Oc1ccc(S(=O)(=O)N2CCCC2)cc1[N+](=O)[O-])C(=O)N(C)c1ccccc1 (centres undefined)	17	4	1.4	6	21	0	-12	-1
COCc1cc(C)nc(OCC(=O)N/N=C/c2cc(C)n(-c3c(C)cccc3C)c2C)c1C#N	18	19	-0.9	-3	6	-2	34	3
CN(C)CC[C@@H](c1ccc(Cl)cc1)c1ccccn1	6	8	-1.0	-2	0	-2	-38	-12
Cc1cccc(OCC(=O)N/N=C/c2cn[nH]c2-c2ccc(Cl)c(Cl)c2)c1	5	4	1.5	14	-9	1	6	3
CC(OC(=O)CCC1CCCCC1)C(=O)Nc1ccc(S(N)(=O)=O)cc1 (centres undefined)	-4	-5	-1.3	4	-26	-2	19	8
COc1ccc(NC(=O)C2CCCN2S(=O)(=O)c2ccc(F)cc2)cc1 (centres undefined)	25	17	-0.2	1	8	0	-20	1
CN(CCC#N)C(=O)CC1(Cc2ccccc2)CCOC(C)(C)C1 (centres undefined)	8	-5	-0.7	9	24	0	14	2
O=c1[nH]c(CN2CCOCC2)nc2ccccc12	-5	3	-1.3	3	6	-5	3	10
COc1ccc(C(=O)NC(=S)Nc2ccc(S(N)(=O)=O)cc2)cc1	26	8	1.1	12	7	-1	6	7
N#C/C(=C\Nc1ccc2cn[nH]c2c1)c1nc(-c2ccc(Cl)cc2)cs1	-3	36	12	11	1	101*	50*	-4
CSc1nnc(CCCCCCCCc2nnc(SC)o2)o1	32	15	1.2	3	-12	1	-9	2
CCOC(=O)C1(CCCc2ccccc2)CCN(C(=O)CCc2cnn(C)c2)CC1	39	53*	-1.8	43*	-40	1	-1	-7
CCC(=O)Nc1cccc(-c2nc3ncccc3o2)c1C	8	10	0.2	3	0	-3	-15	-31
O=C1c2ccccc2C(O)N1Cc1ccco1 (centres undefined)	-14	-18	1.5	-7	-14	2	16	0
C=CCN(CC=C)S(=O)(=O)c1ccc(NC(=O)COc2ccccc2OC)cc1	39	45*	-3.2	42*	-13	-2	4	-2
CC(C)(C)C(C(=O)Oc1ccccc1)c1ccccc1 (centres undefined)	5	-6	2.3	-6	21	-5	7	0
CCCc1c(NC(=O)Nc2ccc(F)cc2)cnn1-c1ccccc1	18	9	1.4	4	i	-3	89*	-65
CCCC(=O)Nc1nn(C)c2nc3ccc(C)cc3cc12	35	27	0.6	19	-13	3	2	-15
Cc1cccc2cncc(OCc3nnc(SC(F)F)n3C)c12	19	3	22	-3	2	-4	-1	-15
CCSc1ccc2nnc(-c3cccc(F)c3)n2n1	38	40*	-0.8	33	9	4	24	15
Cc1ccc(NC2=NC3(CCCCC3)N=C(N)N2)c(C)c1	-13	10	1.2	-27	0	-6	15	30
COc1cccc(C(=O)C[n+]2ccccc2/C=N/O)c1	14	13	0.3	1	-7	-1	-20	-14
Cc1nn(-c2ccccc2)c2sc(C(=O)N(CC(=O)NC(C)(C)C)Cc3ccco3)cc12	35	14	0.3	9	15	1	8	4
COc1ccc(NC(=O)CCCC(=O)OCC(=O)c2cccc(OC)c2)cc1	-5	-4	-3.2	4	-2	-2	26	-6
COc1ccc(NC(=O)C2CCCO2)cc1Cl (centres undefined)	-4	1	-0.6	2	-8	-2	-14	-12
CCOCCCN(C(=O)c1snc(C(N)=O)c1N)C(C(=O)NC1CCCC1)c1ccc(OC)cc1 (centres undefined)	16	5	1.7	-8	5	-2	10	6
O=C(c1ccccc1)N1CCN(c2ncnc3sc4c(c23)CCC4)CC1	7	7	1.9	10	-35	-1	27	6
O=C(CSc1nc2[nH]ncc2c(=O)n1-c1ccccc1)NCc1cccs1	0	-1	-0.5	-2	16	0	4	0
Cc1ccn2cc(-c3cccc(S(=O)(=O)N4CC(C)OC(C)C4)c3)nc2c1 (centres undefined)	30	41*	0.9	13	9	-3	-21	7
Cc1ccc(S(=O)(=O)N(C)C)cc1NC(=O)CSc1ncc(C(F)(F)F)cc1Cl	18	21	2.2	-2	-2	-3	-3	-5
CC1CC(C)(C)NC(=S)N1CCCC(=O)NCc1ccccc1 (centres undefined)	-1	10	0.8	9	-7	1	13	-2
COc1ccc([C@@H]2CC(=O)c3c(O)cc(O[C@@H]4OC(CO[C@@H]5OC(C)[C@H](O)[C@@H](O)[C@H]5O)[C@@H](O)[C@H](O)[C@H]4O)cc3O2)cc1O (some centres undefined)	9	13	0.7	0	5	1	-16	14
CCn1cc(C(=O)NCC2CCCO2)c(=O)c2cc(S(=O)(=O)N3CCCCC3)ccc21 (centres undefined)	0	16	0.8	10	0	3	11	20
C=CCn1c(SCc2nc(N)nc(N3CCCCC3)n2)nnc1-c1ccco1	7	23	-0.8	5	0	-1	2	-14
O=C(NS(=O)(=O)c1ccc2c(c1)OCCO2)c1ccccc1	17	3	1.0	-3	-18	0	9	-4
CCNC(=S)Nc1ccc(Cl)c([N+](=O)[O-])c1	18	15	1.2	-18	-12	-2	-1	-3
COc1ccccc1CC(=O)O/N=C(\N)c1ccccn1	-2	-5	3.7	2	-19	-3	4	-21
O=C(CSc1nnc(CNC(=O)c2c(F)cccc2Cl)o1)NCCc1ccccc1	8	-15	-1.9	-1	0	-8	-18	6
COCC(O)CNc1ccccc1 (centres undefined)	10	8	-1.0	-11	15	-2	-3	3
COc1ccc(N2CC(C(=O)OCC(=O)Nc3ccccc3C)CC2=O)cc1 (centres undefined)	27	10	-1.3	11	-1	-1	-6	-13

Reformatted: entries from further up
Sequence of screens – tim23-1 inh, tim10-1 inh, CHOP UPR activ, TIM10 inh, 697 NFkB inh, XBP1 UPR activ, Mdm2-MdmX inh, Jurkat NFkB inh
COc1ccccc1CC(=O)O/N=C(\N)c1ccccn1
    -2, -5, 3.7, 2, -19, -3, 4, -21
O=C(CSc1nnc(CNC(=O)c2c(F)cccc2Cl)o1)NCCc1ccccc1
    8, -15, -1.9, -1, 0, -8, -18, 6

Remaining list, next part:
SMILES	tim23-1 inh	tim10-1 inh	CHOP UPR activ	TIM10 inh	697 NFkB inh	XBP1 UPR activ	Mdm2-MdmX inh	Jurkat NFkB inh
CN(CC(=O)Nc1ccc(F)cc1)C(=O)CN1C(=O)c2ccccc2C1=O	8	-1	-0.4	-2	13	-1	-8	7
Fc1ccc(OCCCn2ccnc2)cc1	9	6	1.2	-6	-7	-3	-5	-18
CC(C)(C)OC(=O)NNC1CC(=O)N(c2ccccc2F)C1=O (centres undefined)	-3	-9	-2.8	1	1	-3	-12	16
COc1ccc2oc(C(=O)OCC(=O)N3C(C)CCCC3C)c(C)c2c1 (centres undefined)	28	22	1.8	7	13	-6	7	-1
NC(=O)CC(NC(=O)Cc1cccc2ccccc12)c1ccc(N2CCc3ccccc3C2)c([N+](=O)[O-])c1 (centres undefined)	17	10	-1.6	-1	1	-6	49	4
C=C[C@@H]1c2cc(C)ccc2N(S(=O)(=O)c2ccc(C)cc2)[C@H](c2ccccc2)C1(C#N)S(=O)(=O)c1ccccc1 (some centres undefined)	18	17	-0.1	14	17	1	8	26
CCn1cc(SCC(=O)Nc2cc(C)on2)c2ccccc21	33	30	-0.5	3	-10	-2	-1	-3
Cc1ccc(C2(C)NC(=O)N(CC(=O)NNC(=O)c3ccoc3C)C2=O)cc1 (centres undefined)	-6	-6	0.6	0	16	0	9	6
CN(C)C(CNC(=O)CCc1nc2sc3c(c2c(=O)[nH]1)CCCC3)c1ccccc1 (centres undefined)	-14	-23	0.5	-6	-9	0	-17	11
CCOc1ccc(-c2nnn(CC(=O)Nc3ccccc3OC)n2)cc1OCC	-6	1	-1.0	-6	4	-1	32	0
O=C(CNC(=O)c1ccccc1)OCCOc1cccc(Cl)c1	-11	0	-0.8	-20	3	-3	13	-1
CCCN1CCC(=O)N([C@H](CSc2ccc(OC)cc2)CC(C)C)CC1	20	22	1.2	17	5	4	4	-25
O=S(=O)(c1ccc(Cl)cc1Br)N1CCCCC1	19	16	0.4	3	11	2	-10	7
CCn1c(NC(=O)/C=C/c2ccc(F)cc2)nc2ccccc21	49	13	0.5	4	-13	3	42	-10
